NSD2 inh: inhibitors of human NSD2, primary screen, biochemical, plate reader, single point. Histone-lysine N-methyltransferase NSD2 (Homo sapiens), O96028. NSD2-SET H3K36me1 DELFIA fluorescence. inhibition, % at 12.5 µM. 44,000 compounds, 0.07% hits; in the data active = inhibition above about 54%, passing the limit was not always enough;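 note: inhibitors reduce the monomethyl H3K36 fluorescence signal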
Target sequence (O96028 whole entry, looked up): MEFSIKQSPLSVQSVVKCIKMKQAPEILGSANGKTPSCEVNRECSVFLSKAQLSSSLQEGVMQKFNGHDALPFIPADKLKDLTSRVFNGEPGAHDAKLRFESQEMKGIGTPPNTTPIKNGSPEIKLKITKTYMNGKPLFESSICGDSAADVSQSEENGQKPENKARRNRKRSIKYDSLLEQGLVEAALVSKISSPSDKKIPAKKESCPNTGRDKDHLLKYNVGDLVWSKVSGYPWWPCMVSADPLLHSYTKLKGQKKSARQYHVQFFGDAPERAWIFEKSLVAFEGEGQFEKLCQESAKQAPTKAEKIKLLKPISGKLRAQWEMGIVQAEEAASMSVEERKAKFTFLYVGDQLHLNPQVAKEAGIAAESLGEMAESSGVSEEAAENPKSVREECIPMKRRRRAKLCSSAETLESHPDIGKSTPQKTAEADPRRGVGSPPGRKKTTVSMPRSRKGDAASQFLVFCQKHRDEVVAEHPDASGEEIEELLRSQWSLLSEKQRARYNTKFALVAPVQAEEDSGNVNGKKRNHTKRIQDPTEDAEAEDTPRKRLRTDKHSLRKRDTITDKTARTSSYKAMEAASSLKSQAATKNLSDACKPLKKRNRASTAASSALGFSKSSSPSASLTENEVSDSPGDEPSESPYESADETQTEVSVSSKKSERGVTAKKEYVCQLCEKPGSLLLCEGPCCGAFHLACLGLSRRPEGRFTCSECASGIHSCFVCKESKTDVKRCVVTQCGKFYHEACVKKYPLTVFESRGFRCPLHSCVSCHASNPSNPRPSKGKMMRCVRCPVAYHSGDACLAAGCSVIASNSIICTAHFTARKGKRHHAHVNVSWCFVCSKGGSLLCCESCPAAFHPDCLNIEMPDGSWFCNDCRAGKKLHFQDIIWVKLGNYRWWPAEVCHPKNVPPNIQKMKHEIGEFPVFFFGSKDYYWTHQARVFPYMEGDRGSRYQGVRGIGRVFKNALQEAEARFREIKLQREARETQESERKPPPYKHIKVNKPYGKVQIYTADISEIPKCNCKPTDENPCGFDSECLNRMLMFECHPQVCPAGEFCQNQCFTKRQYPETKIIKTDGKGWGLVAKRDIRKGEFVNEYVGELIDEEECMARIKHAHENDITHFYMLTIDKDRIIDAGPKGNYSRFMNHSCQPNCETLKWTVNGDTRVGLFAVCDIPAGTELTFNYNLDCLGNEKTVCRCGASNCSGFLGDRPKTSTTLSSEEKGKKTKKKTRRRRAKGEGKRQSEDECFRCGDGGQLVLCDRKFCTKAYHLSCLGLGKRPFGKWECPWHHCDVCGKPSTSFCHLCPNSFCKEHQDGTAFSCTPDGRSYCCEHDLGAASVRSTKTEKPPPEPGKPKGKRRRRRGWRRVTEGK
* = called active by the depositor; & = joins results of further samples.

NSD2 inh | Molecule
6 | C[C@H]1CN([C@@H](C)CO)C(=O)c2cc(C#CC3CC3)cnc2O[C@H]1CN(C)C(=O)Nc1ccc(F)cc1
3 | COc1ccc(NC(=O)N(C)C[C@@H]2Oc3ccc(N(C)C)cc3C(=O)N([C@@H](C)CO)C[C@@H]2C)cc1
-5 | COc1ccc(S(=O)(=O)N(C)C[C@H]2Oc3ccc(NC(=O)Nc4ccc5c(c4)OCO5)cc3C(=O)N([C@@H](C)CO)C[C@H]2C)cc1
-3 | O=C(Nc1ccccc1)C1=C[C@H](c2ccc(C(F)(F)F)cc2)C[C@H](OCCCCO)O1
-2 | COC(=O)c1c(CC[C@@H](CO)NC(=O)Nc2ncn[nH]2)oc(C(=O)Cc2ccccc2)c1C(=O)OC
4 | C/C=C/c1ccc2c(c1)O[C@H](CN(C)C(=O)C1CC1)[C@H](C)CN([C@@H](C)CO)S2(=O)=O
4 | C[C@@H]1CN([C@H](C)CO)C(=O)c2cccc(NC(=O)c3ccc(-c4nccs4)cc3)c2O[C@H]1CN(C)S(=O)(=O)c1cn(C)cn1
-7 | C[C@@H]1CN([C@@H](C)CO)C(=O)c2cccc(NC(=O)Nc3ccccc3)c2O[C@H]1CN(C)Cc1ccc(Oc2ccccc2)cc1
0 | COc1ccc(CN(C)C[C@H]2OCCCC[C@H](C)Oc3ccc(NS(=O)(=O)c4ccc(Cl)cc4)cc3C(=O)N([C@H](C)CO)C[C@H]2C)cc1
6 | Cc1noc(C)c1NC(=O)Nc1ccc2c(c1)C(=O)N([C@H](C)CO)C[C@H](C)[C@@H](CN(C)Cc1ccncc1)OCCCC[C@@H](C)O2
0 | O=C(Cc1ccccc1)NO
-2 | COCC(=O)N(C)C[C@H]1Oc2ncc(C#CC(C)(C)O)cc2C(=O)N([C@H](C)CO)C[C@@H]1C
0 | C[C@H](CO)N1C[C@H](C)[C@@H](CN(C)Cc2ccc(C(=O)Nc3ccccc3N)cc2)Oc2ccc(NC(=O)C3CC3)cc2CC1=O
2 | C[C@H]1CCCCO[C@H](CN(C)C(=O)Nc2cccc3ccccc23)[C@@H](C)CN([C@@H](C)CO)C(=O)c2cc(NC(=O)Nc3cccc4ccccc34)ccc2O1
1 | COCC#Cc1cnc2c(c1)C(=O)N([C@@H](C)CO)C[C@@H](C)[C@@H](CN(C)C(=O)CN1CCOCC1)O2
2 | COc1ccc(S(=O)(=O)N(C)C[C@@H]2Oc3ccc(NC(=O)Nc4cccc5ccccc45)cc3C(=O)N([C@H](C)CO)C[C@@H]2C)cc1
3 | C[C@H]1CN([C@@H](C)CO)C(=O)c2cc(C#CCN(C)C)cnc2O[C@@H]1CN(C)C(=O)c1ccc2c(c1)OCO2
-1 | C[C@@H]1CCCCO[C@H](CN(C)Cc2ccc(C(=O)O)cc2)[C@@H](C)CN([C@@H](C)CO)C(=O)c2cc(NC(=O)C3CCCCC3)ccc2O1
14 | C[C@@H]1CN([C@@H](C)CO)C(=O)c2cc(NS(=O)(=O)c3cccs3)ccc2O[C@@H]1CN(C)S(=O)(=O)c1cccs1
0 | C[C@H]1CN([C@@H](C)CO)C(=O)CCCn2cc(nn2)CO[C@H]1CN(C)Cc1ccc(Oc2ccccc2)cc1

NSD2 inh | Molecule
-18 | COc1ccc(S(=O)(=O)N(C)C[C@H]2Oc3c(NC(=O)Nc4ccccc4)cccc3C(=O)N([C@@H](C)CO)C[C@H]2C)cc1
7 | COc1ccc(S(=O)(=O)N(C)C[C@@H]2Oc3ccc(NS(C)(=O)=O)cc3CC(=O)N([C@@H](C)CO)C[C@@H]2C)cc1
0 | C[C@@H]1CN([C@H](C)CO)C(=O)c2cc(NC(=O)Cn3cnnn3)ccc2O[C@@H]1CN(C)Cc1ccccc1
-7 | C[C@@H]1CN([C@@H](C)CO)C(=O)c2cc(NS(=O)(=O)c3cccs3)ccc2O[C@@H](C)CCCCO[C@@H]1CN(C)C(=O)Nc1ccc(C(F)(F)F)cc1
-13 | COc1ccc(S(=O)(=O)Nc2ccc3c(c2)CC(=O)N([C@H](C)CO)C[C@@H](C)[C@@H](CN(C)Cc2ccc(C(F)(F)F)cc2)O3)cc1
-9 | C[C@H](CO)N1C[C@H](C)[C@H](CN(C)C(=O)NC2CCCCC2)Oc2ccc(NC(=O)Nc3cccc4ccccc34)cc2C1=O
-2 | CC1=C(C/C=N/NC(=O)CCCCCC(=O)O)C(C)(C)CCC1
-3 | Cc1noc(C)c1S(=O)(=O)N(C)C[C@@H]1OCCCC[C@@H](C)Oc2ccc(NC(=O)CCC(F)(F)F)cc2C(=O)N([C@H](C)CO)C[C@H]1C
4&-1 | O=C(O)C1=C[C@@H](c2ccccc2)C[C@@H](OCc2ccc(CO)cc2)O1
10 | CC(=O)N(C)C[C@H]1Oc2cc(-c3cccc(C#N)c3)ccc2S(=O)(=O)N([C@@H](C)CO)C[C@@H]1C
11 | C[C@@H]1CN([C@H](C)CO)C(=O)c2cccc(NC(=O)CCCCCC(=O)Nc3ccccc3N)c2O[C@H]1CN(C)C(=O)Nc1ccc(F)cc1
6 | COCC#Cc1cnc2c(c1)C(=O)N([C@H](C)CO)C[C@@H](C)[C@H](CN(C)C(=O)C1CCOCC1)O2
3 | C[C@@H]1CN([C@@H](C)CO)C(=O)c2c(c3ccccc3n2C)-c2ccccc2CO[C@@H]1CN(C)C(=O)C1CC1
-2 | C[C@@H]1CN([C@@H](C)CO)C(=O)Cc2cc(NC(=O)CCC(F)(F)F)ccc2O[C@@H]1CN(C)Cc1ccccc1
6 | COc1ccc(S(=O)(=O)Nc2ccc3c(c2)CC(=O)N([C@H](C)CO)C[C@@H](C)[C@H](CN(C)C(=O)Nc2ccc(C(F)(F)F)cc2)O3)cc1
-2 | C[C@@H]1CCCCO[C@H](CN(C)Cc2ccc3c(c2)OCO3)[C@H](C)CN([C@H](C)CO)C(=O)c2cc(N(C)C)ccc2O1
-2 | C[C@@H]1CN([C@@H](C)CO)C(=O)c2cccc(NC(=O)CCCCCC(=O)Nc3ccccc3N)c2O[C@@H]1CN(C)C(=O)Nc1ccc(F)cc1
1 | C[C@@H]1CN([C@@H](C)CO)C(=O)c2cc(NC(=O)Nc3ccccc3)ccc2O[C@@H](C)CCCCO[C@@H]1CN(C)C(=O)c1ccccc1
8 | C[C@@H]1CN([C@H](C)CO)C(=O)c2cc(NC(=O)C3CC3)ccc2O[C@@H]1CN(C)S(=O)(=O)c1ccc(Cl)cc1
0 | C[C@H]1CN([C@@H](C)CO)C(=O)CCCn2nncc2CO[C@@H]1CN(C)C(=O)C1CCCCC1

NSD2 inh | Molecule
9 | CC(C)C#Cc1ccc2c(c1)O[C@H](CN(C)CC1CCOCC1)[C@H](C)CN([C@H](C)CO)S2(=O)=O
9 | C[C@H]1CN([C@@H](C)CO)S(=O)(=O)c2ccc(-c3ccccc3)cc2O[C@H]1CN(C)C(=O)CC1CC1
-3 | Cc1scc(C(=O)NCCc2ccc(S(N)(=O)=O)cc2)c1-c1ccccc1
6 | COc1ccc(CN(C)C[C@@H]2Oc3ccc(NC(=O)NC(C)C)cc3CC(=O)N([C@H](C)CO)C[C@H]2C)cc1
22 | C[C@H](CO)N1C[C@H](C)[C@H](CN(C)S(=O)(=O)c2ccccc2)Oc2ccc(N(C)C)cc2CC1=O
-3 | COc1ccc(S(=O)(=O)N(C)C[C@H]2Oc3c(NC(=O)c4ccncc4)cccc3C(=O)N([C@@H](C)CO)C[C@@H]2C)cc1
-1 | C[C@@H]1CN([C@H](C)CO)C(=O)c2cc(NC(=O)Cc3cn(C)c4ccccc34)ccc2O[C@@H]1CN(C)Cc1ccc(-c2ccccc2)cc1
-1 | C[C@H](CO)N1C[C@H](C)[C@H](CN(C)Cc2ccc(Cl)c(Cl)c2)OCCCC[C@H](C)Oc2ccc(NC(=O)C3CCCCC3)cc2C1=O
8 | C[C@H]1CN([C@@H](C)CO)C(=O)c2cc(-c3ccc(C(=O)N(C)C)cc3)cnc2O[C@H]1CN(C)C
-2 | C[C@@H]1CN([C@H](C)CO)C(=O)c2cc(NC(=O)Nc3ccccc3)ccc2O[C@@H]1CN(C)Cc1ccc(C(=O)Nc2ccccc2N)cc1
0 | C[C@@H]1CN([C@@H](C)CO)C(=O)c2cc(-c3ccc(C(=O)N(C)C)cc3)cnc2O[C@H]1CN(C)C(=O)c1ccncc1
-4 | C[C@H]1CN([C@@H](C)CO)C(=O)Cc2cc(NC(=O)C3CCCCC3)ccc2O[C@@H]1CN(C)S(=O)(=O)c1ccc(F)cc1
1 | C[C@@H]1CN([C@@H](C)CO)C(=O)c2cccc(NS(=O)(=O)c3ccccc3)c2O[C@@H]1CN(C)Cc1ccncc1
-1 | COc1ccc(S(=O)(=O)N(C)C[C@H]2Oc3c(NC(=O)C4CCCCC4)cccc3C(=O)N([C@H](C)CO)C[C@@H]2C)cc1
0 | COc1cccc(CNC(=O)C[C@H]2C=C[C@H](NC(C)=O)[C@H](CO)O2)c1
-10 | COCC(=O)N(C)C[C@H]1Oc2cc(-c3ccccc3)ccc2S(=O)(=O)N([C@H](C)CO)C[C@@H]1C
-1 | C[C@@H]1CN([C@@H](C)CO)C(=O)c2cc(NS(=O)(=O)c3cccs3)ccc2O[C@H]1CN(C)S(=O)(=O)c1ccc(F)cc1
0 | Cc1ccc(-c2nnc(SCC(=O)Nc3ccccc3N3CCOCC3)o2)cc1
4 | C[C@H](CO)N1C[C@H](C)[C@@H](CN(C)C(=O)Nc2ccc(C(F)(F)F)cc2)Oc2ccc(NS(=O)(=O)c3cn(C)cn3)cc2C1=O
-5 | C[C@H](CO)N1C[C@H](C)[C@@H](CN(C)C(=O)Nc2cccc3ccccc23)OCCCC[C@H](C)Oc2ccc(NS(C)(=O)=O)cc2C1=O

Of the compounds above, 7 have a CF3 group.
NSD2 inh | Molecule
-3 | O=C(Nc1ccccc1)C1=C[C@H](c2ccc(C(F)(F)F)cc2)C[C@H](OCCCCO)O1
-7 | C[C@@H]1CN([C@@H](C)CO)C(=O)c2cc(NS(=O)(=O)c3cccs3)ccc2O[C@@H](C)CCCCO[C@@H]1CN(C)C(=O)Nc1ccc(C(F)(F)F)cc1
-13 | COc1ccc(S(=O)(=O)Nc2ccc3c(c2)CC(=O)N([C@H](C)CO)C[C@@H](C)[C@@H](CN(C)Cc2ccc(C(F)(F)F)cc2)O3)cc1
-3 | Cc1noc(C)c1S(=O)(=O)N(C)C[C@@H]1OCCCC[C@@H](C)Oc2ccc(NC(=O)CCC(F)(F)F)cc2C(=O)N([C@H](C)CO)C[C@H]1C
-2 | C[C@@H]1CN([C@@H](C)CO)C(=O)Cc2cc(NC(=O)CCC(F)(F)F)ccc2O[C@@H]1CN(C)Cc1ccccc1
6 | COc1ccc(S(=O)(=O)Nc2ccc3c(c2)CC(=O)N([C@H](C)CO)C[C@@H](C)[C@H](CN(C)C(=O)Nc2ccc(C(F)(F)F)cc2)O3)cc1
4 | C[C@H](CO)N1C[C@H](C)[C@@H](CN(C)C(=O)Nc2ccc(C(F)(F)F)cc2)Oc2ccc(NS(=O)(=O)c3cn(C)cn3)cc2C1=O

(cont.)
NSD2 inh | Molecule
2 | C[C@@H]1CN([C@@H](C)CO)C(=O)c2cc(C3=CCCC3)cnc2O[C@H]1CN(C)Cc1ccc(C(=O)O)cc1
-13 | C[C@H](CO)N1C[C@H](C)[C@H](CN(C)Cc2cccc(F)c2)Oc2ncc(-c3cccc(F)c3)cc2C1=O
-1 | C[C@H](CO)N1C[C@H](C)[C@@H](CN(C)S(=O)(=O)c2cccs2)Oc2ccc(NC(=O)NC3CCCCC3)cc2CC1=O
-1 | C#Cc1ccc([C@@H]2C=C(C(=O)Nc3ccccc3)O[C@H](OCc3ccc(CO)cc3)C2)cc1
-3 | C[C@@H]1CCCCO[C@H](CN(C)S(=O)(=O)c2ccccc2)[C@@H](C)CN([C@@H](C)CO)C(=O)c2cc(N(C)C)ccc2O1
0 | C[C@@H]1CCCCO[C@H](CN(C)C(=O)Nc2ccc(C(F)(F)F)cc2)[C@@H](C)CN([C@H](C)CO)C(=O)c2cc(NS(=O)(=O)c3cn(C)cn3)ccc2O1
3 | CC(C)NC(=O)Nc1ccc2c(c1)C(=O)N([C@H](C)CO)C[C@@H](C)[C@H](CN(C)S(=O)(=O)c1ccc(F)cc1)OCCCC[C@H](C)O2
1 | CC(C)=CCC[C@@H](C)C/C=N/NC(=O)c1cccc(C(=O)NO)c1
-1 | C[C@H](CO)N1C[C@H](C)[C@H](CN(C)C(=O)Nc2ccc3c(c2)OCO3)Oc2cc(C#Cc3cccnc3)ccc2S1(=O)=O
4 | Cc1noc(C)c1S(=O)(=O)Nc1cccc2c1O[C@H](CN(C)S(C)(=O)=O)[C@H](C)CN([C@H](C)CO)C2=O
-36 | CN(C)CC(=O)Nc1ccc2c(c1)[C@@H]1C[C@H](CC(=O)N3CCCCC3)O[C@H](CO)[C@@H]1O2
5 | CN(C)C(=O)C[C@H]1C[C@@H]2c3cc(NS(=O)(=O)c4ccc(F)cc4)ccc3O[C@@H]2[C@@H](CO)O1
-2 | C[C@H]1CCCCO[C@H](CN(C)S(=O)(=O)c2ccccc2)[C@@H](C)CN([C@@H](C)CO)C(=O)c2cc(N(C)C)ccc2O1
-3 | C[C@H](CO)N1C[C@H](C)[C@@H](CN(C)CC2CC2)Oc2cc(C#CC3(O)CCCC3)ccc2S1(=O)=O
-2 | C[C@H](CO)N1C[C@H](C)[C@@H](CN(C)Cc2ccc(-c3ccccc3)cc2)Oc2ccc(NC(=O)C3CC3)cc2C1=O
1 | C[C@@H]1CN([C@@H](C)CO)C(=O)c2cc(-c3ccccc3)cnc2O[C@H]1CN(C)Cc1ccccc1
-4 | C[C@H]1CN([C@@H](C)CO)C(=O)Cc2cc(NC(=O)c3ccncc3)ccc2O[C@H]1CN(C)S(=O)(=O)c1ccc(Cl)cc1
6 | COc1ccccc1S(=O)(=O)N[C@@H]1C=C[C@@H](CC(=O)N2CCOCC2)O[C@H]1CO
0 | C[C@H](CO)N1C[C@H](C)[C@@H](CN(C)C(=O)Nc2cccc3ccccc23)Oc2ccc(NC(=O)Cn3cnnn3)cc2C1=O
1 | COc1ccc(S(=O)(=O)N(C)C[C@@H]2Oc3ccc(NC(=O)CCC(F)(F)F)cc3CC(=O)N([C@@H](C)CO)C[C@H]2C)cc1

Screens as filed in PubChem.

A portion of the library; count on the stated rates, not on these rows.
